# Screening data: PubChem, National Center for Advancing Translational Sciences (NCATS)
# TrxR1 substrate: is turned over as a substrate by rat TrxR1; Potency, µM (titrated, usually from 114 µM), without a hit: at the highest dose activity change, negative = substrate turnover; purified TrxR1 substrate turnover, NADPH consumption readout; 390,000 compounds, 0.01% hits; O89049; AID 588456; also: potency is read from the fitted curve at half-maximal effect; % is scaled to controls: 0 for no effect and ±100 for the full control effect; nearly all actives have a fitted effect of over 50% in size
#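 Rat TrxR1, dispensed at 90 nM, was prereduced with 400 uM NADPH (final) for 5 min at ~22 deg C, then incubated with compound 15 min before 400 uM selenite. A first-read NADPH fluorescence drop versus no-compound background flagged substrates.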
# mIDH1 inhibitor: human IDH1 R132H inhibition; IDH1-R132H enzyme, NADPH consumption, diaphorase/resazurin fluorescence; O75874; Potency, µM (doses to about 76.6 µM), without a hit: at the top dose activity change, negative = inhibition, most hits filed as inhibitors; 390,000 compounds, 0.093% hits; AID 602179; also: potency is read from the fitted curve at half-maximal effect; % is scaled to controls: 0 for no effect and ±100 for the full control effect; nearly all actives have a fitted effect of over 65% in size
#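 IDH1-R132H (0.5 ug/mL dispensed) in pH 7.5 Tris buffer was preincubated 30 min with compound, then given a substrate mix of 0.016 mM NADPH and 2 mM alpha-KG for 80 min at room temperature; remaining NADPH was read by diaphorase/resazurin fluorescence.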
# D2 ag: agonists of human D2 dopamine receptor | HEK293 T-REx D2 cells, calcium flux agonist mode | activation, % at 2 µM | 340,000 compounds, 0.53% hits;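 active = activation over 3 SD above normal in the single-dose calcium agonist read, cut at about 30% in these data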; also: 0% is about no effect
#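 Tetracycline-induced HEK293 T-REx cells with force-coupled D2 receptor, plated overnight at 30 C, loaded with no-wash calcium dye. After a 10 s baseline, compound was pin-added and calcium flux read kinetically for 180 s; calcium rises flagged agonists.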
# USP1 inh: USP1/UAF1 (human) deubiquitinase inhibition | 390,000 compounds, 0.23% hits | recombinant USP1/UAF1, Ub-Rhodamine cleavage fluorescence | Potency, µM (doses to about 57.1 µM), for the others: top-dose activity change, negative = inhibition, hits mostly inhibitors | O94782; also: potency is read from the fitted curve at half-maximal effect; % is scaled to controls: 0 for no effect and ±100 for the full control effect; nearly all actives have a fitted effect of over 60% in size; inactives centre near -12
#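 Step one: compound is pinned into 1nM USP1/UAF1 in HEPES pH 7.8 buffer with TCEP. Step two: 15 min room-temperature incubation. Step three: Ub-Rho (150nM final) starts cleavage, tracked by fluorescence over six one-minute reads.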
# PI4K2A block: blocks human PI4K2A kinase activity | Q9BTU6 | purified PI4K2A, ADP-Glo luminescence, 1 h; active compounds read low | activity change, negative = inhibition, % at 76.9 µM | 420,000 compounds, 0.13% hits | AID 1346378; in the data active = activity change below about -50%; inconclusive = mostly about -30% to -49%;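 also: -100% = wells without enzyme as full effect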
# Target sequence (Q9BTU6 whole entry, looked up): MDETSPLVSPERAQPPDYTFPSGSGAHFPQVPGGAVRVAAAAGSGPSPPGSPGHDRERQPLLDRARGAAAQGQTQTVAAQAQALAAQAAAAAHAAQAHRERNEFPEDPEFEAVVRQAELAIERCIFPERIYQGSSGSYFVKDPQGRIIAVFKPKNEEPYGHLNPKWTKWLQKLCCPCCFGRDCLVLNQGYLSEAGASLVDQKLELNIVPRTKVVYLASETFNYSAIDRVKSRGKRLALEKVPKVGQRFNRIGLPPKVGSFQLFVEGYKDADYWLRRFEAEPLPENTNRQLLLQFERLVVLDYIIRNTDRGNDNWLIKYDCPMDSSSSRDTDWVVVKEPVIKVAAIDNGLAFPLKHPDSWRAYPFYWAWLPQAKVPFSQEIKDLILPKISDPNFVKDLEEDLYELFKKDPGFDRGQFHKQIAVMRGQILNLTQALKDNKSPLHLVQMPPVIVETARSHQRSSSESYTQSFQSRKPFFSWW
#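 In this quantitative HTS, ADP production by PI4K2A was quantified luminescently after 1 h at ambient temperature; 100 microM adenosine served as plate-quality control.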
# TrxR1 inh: rat TrxR1 inhibition; AID 588453; 390,000 compounds, 1% hits; O89049; recombinant rTrxR1, NADPH fluorescence consumption, selenite substrate; Potency, µM (titrated, usually from 114 µM), for inactives: at the highest dose activity change, negative = inhibition, usual class: inhibitors; also: potency is read from the fitted curve at half-maximal effect; % is scaled to controls: 0 for no effect and ±100 for the full control effect; nearly all actives have a fitted effect of over 65% in size
#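 Rat TrxR1 (90 nM in the dispensed reagent) was pre-reduced with 400 uM NADPH for 5 min at room temperature, then incubated with compound for 15 min. After 400 uM selenite was added, NADPH fluorescence (Ex 340/Em 450 nm) was followed for 8 min.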
# TRHR ag: activates the human TRH receptor; P34981; TRHR cells, calcium flux fluo-8, FDSS agonist mode; activation, % at 2 µM; 360,000 compounds, 0.18% hits; in the data active = activation above about 30%; also: 0% is about no effect
# Target sequence (P34981 whole entry, looked up): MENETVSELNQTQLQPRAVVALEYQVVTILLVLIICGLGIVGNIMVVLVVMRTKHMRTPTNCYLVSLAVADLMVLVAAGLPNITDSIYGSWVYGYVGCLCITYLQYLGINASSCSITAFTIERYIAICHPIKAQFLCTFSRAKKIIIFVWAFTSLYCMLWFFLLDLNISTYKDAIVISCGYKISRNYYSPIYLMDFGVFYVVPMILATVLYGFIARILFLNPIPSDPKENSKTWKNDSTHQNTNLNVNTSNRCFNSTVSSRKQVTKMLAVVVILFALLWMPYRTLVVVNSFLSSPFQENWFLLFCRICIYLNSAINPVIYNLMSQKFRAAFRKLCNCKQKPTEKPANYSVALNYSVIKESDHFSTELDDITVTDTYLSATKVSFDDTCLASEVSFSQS
#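 Agonist-mode FDSS calcium read (Ex 480/Em 530, 1 s cycles) in 1536-well TRHR cells with fluo-8 dye, after 10-cycle baseline and 23 nL compound addition; TRH at EC20 (10 nM final) added afterwards for the enhancer phase.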
# TRHR enhancer: TRH receptor (human) allosteric enhancement. P34981. TRHR cells, fluo-8 calcium fluorescence, EC20 TRH enhancement. enhancement, % at 2 µM. 360,000 compounds, 0.66% hits. AID 493056; in the data active = enhancement above about 30%; also: 0% is about no effect
#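 Enhancer read-out: after compound pinning and an initial kinetic agonist-mode read, an EC20 of TRH (10 nM final) was injected and fluo-8 calcium signal (Ex 480/Em 530) followed at 1 s/cycle for 100 cycles in TRHR-expressing cells.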
# D2 antag: antagonists of human D2 dopamine receptor; P14416; HEK293 TREx D2 cells, calcium flux, dopamine EC80; inhibition, % at 10 µM; 340,000 compounds, 2% hits; AID 485344; in the data active = inhibition above about 30%; also: 0% is about no effect
#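 Calcium flux kinetic readout in an inducible HEK293 TREx D2 line plated overnight at 30 C. After 180 s compound exposure, an EC80 dopamine challenge follows with another 180 s kinetic read to detect antagonism.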
# The depositor's hits bear a star; u = inconclusive; x = not tested or not shown; [ ] = another dose, or the depositor's remark. Unless noted, calls follow the shape of the dose curve; as a rule, active = well fitted inhibition curve with a large enough effect; inconclusive = small, poorly fitted or top-dose-only effect; inactive = no such curve, though single readings can be large or run the other way.
SMILES,TrxR1 substrate,mIDH1 inhibitor,D2 ag,USP1 inh,PI4K2A block,TrxR1 inh,TRHR ag,TRHR enhancer,D2 antag
COc1ccc(-c2coc3c2c(C)cc2oc(=O)c(C)c(C)c23)cc1,9%,-7%,0.7,8%,1,20%,0.2,2,x
O=C(CN1CCOCC1)OCCCC1CCCCC1,16%[57.1 µM],8%,-0.3,-26%,5,-12%,0.5,-16,18
Cc1cc(C)cc(NC(=O)N2C3CCCC2CC(NC(=O)C2CC2)C3)c1 (stereo unspecified),8%,4%,-0.1,-24%,3,31%[activator],-0.1,-1,-35
Cc1ccc(-c2onc(C)c2C)cc1S(=O)(=O)Nc1ccccn1,12%[57.1 µM],6%,x,11%,1,11%[57.1 µM],0.1,2,x
Cc1cc(C(=O)Nc2ccc(F)cc2C)n(-c2ccccc2)n1,9%,-2%,0.3,-20%,-5,25%,0.1,-4,-1
COC(=O)c1cncn1Cc1ccccc1,8%[57.1 µM],3%,x,u,-2,1%[2.29 µM],x,x,x
CCN(C(=O)CN1C(=O)/C(=C/c2ccc(F)cc2)SC1=S)C1CCS(=O)(=O)C1 (stereo unspecified),-7%,-2%,0.6,-31%,-9,1%,0.3,-2,-6
Nc1nonc1-c1nc2ccccc2n1CC(=O)N1CCN(c2ccc(F)cc2)CC1,-2%,19%,0.6,-4%,5,0%,-0.2,5,-30
NC(=O)c1oc2ccccc2c1NC(=O)c1nc2ccccc2s1,19%,5%,1.0,u,11,18%,0.7,5,-11
CCN1C(=O)[C@H]2[C@@H](c3ccc(-c4ccccc4)cc3)N3CCCC[C@@]3(C(=O)OC)[C@H]2C1=O,0%,20%,0.9,u,2,-8%,0.3,2,5

# Grouped by structure, those above with nitrogen in an aromatic ring.
SMILES,TrxR1 substrate,mIDH1 inhibitor,D2 ag,USP1 inh,PI4K2A block,TrxR1 inh,TRHR ag,TRHR enhancer,D2 antag
Cc1ccc(-c2onc(C)c2C)cc1S(=O)(=O)Nc1ccccn1,12%[57.1 µM],6%,x,11%,1,11%[57.1 µM],0.1,2,x
Cc1cc(C(=O)Nc2ccc(F)cc2C)n(-c2ccccc2)n1,9%,-2%,0.3,-20%,-5,25%,0.1,-4,-1
COC(=O)c1cncn1Cc1ccccc1,8%[57.1 µM],3%,x,u,-2,1%[2.29 µM],x,x,x
Nc1nonc1-c1nc2ccccc2n1CC(=O)N1CCN(c2ccc(F)cc2)CC1,-2%,19%,0.6,-4%,5,0%,-0.2,5,-30
NC(=O)c1oc2ccccc2c1NC(=O)c1nc2ccccc2s1,19%,5%,1.0,u,11,18%,0.7,5,-11

# (cont.)
SMILES,TrxR1 substrate,mIDH1 inhibitor,D2 ag,USP1 inh,PI4K2A block,TrxR1 inh,TRHR ag,TRHR enhancer,D2 antag
Cc1ccc(N2CC(C)Cn3c2nc2c3c(=O)[nH]c(=O)n2C)cc1 (stereo unspecified),-15%,-6%,-1.1,-3%,3,-19%,-0.8,-8,-10
CC(C)Cn1c(C(C)C)nc([N+](=O)[O-])c1S(=O)(=O)c1ccc(F)cc1,3%,5%,-1.4,-13%,46,u,-0.8,-6,-1
Cc1nn(-c2ccccc2)c(Cl)c1/C=N/O,4%,3%,4.6,-23%,-4,17%,-0.6,1,-9
Cc1cccc(C(=O)N2CCCC(c3nc(-c4ccc(C)o4)no3)C2)c1 (stereo unspecified),-2%,13%,-0.6,-21%,2,12%,-0.5,-1,-18
CCCCCCC(=O)O,1%,-6%,x,-4%,-1,16%,x,x,x
O=C(Nc1cccc(C(F)(F)F)c1)C12CC3CC(CC(C3)C1)C2,8%,4%,-0.3,-8%,-12,29%,0.1,1,-25
Cc1cc(C)cc(NC(=O)NCc2nnc(SCc3ccccc3)n2C)c1,-9%,4%,0.2,-5%,2,-12%,0.1,0,-18
CC1(C)CC(=O)N(c2cccc(Cl)c2)C(=O)C1,7%,-3%,-0.2,-17%,3,32%,0.2,6,-8
CC1CCN(CCCCOc2ccc(Br)cc2)CC1,-4%,-1%,0.8,-4%,2,8%,-0.8,-1,20
CC(=O)C1CCCN(C(=O)c2ccc3oc(CCc4ccccc4)nc3c2)C1 (stereo unspecified),-1%,-5%,0.2,-14%,-1,-14%,-0.5,-1,0
Cc1cccc(NC(=O)Cn2c(=O)n(CC3CCC(C(=O)NCCc4ccccc4)CC3)c(=O)c3ccccc32)c1C (stereo unspecified),7%,5%,-0.1,-18%,4,18%,-0.3,-2,x
Cc1ccc(-c2nn(CCC(=O)NCC3CCCO3)c(=O)c3ccccc23)cc1 (stereo unspecified),7%[57.1 µM],6%,0.0,-12%,-3,2%[57.1 µM],-1.4,5,1
O=C(Nc1ccc(N2CCCCC2)cc1)C1CCCN1S(=O)(=O)c1ccc(F)cc1 (stereo unspecified),4%,-7%,0.2,-17%,-3,18%,-1.2,1,8
CCOCCCN(C(=O)c1snc(C(N)=O)c1N)C(C(=O)NC(C)(C)C)c1ccc(Cl)cc1 (stereo unspecified),18%,2%,0.0,-15%,-18,34%,-1.3,0,-15
O=C(CN1C(=O)c2ccccc2S1(=O)=O)N1CCOCC1,-4%,4%,-0.7,-8%,3,5%,0.2,7,-5
CCOC(=O)C1=C(NC(=S)NC(=O)c2ccccc2)c2ccccc2CC1(C)CC (stereo unspecified),-16%,-1%,15,-17%,0,-31%,3.6,-1,-6
O=C(CC(=O)Nc1cccc(Cl)c1Cl)Nc1cccc(Cl)c1Cl,5%,-4%,2.1,-20%,-1,24%,1.2,5,5
COc1ccc(CN2C(=O)NC3(CCCC3)C2=O)cc1F,-4%,1%,-0.1,-11%,0,-2%,-0.4,1,-4
Cc1c(NS(=O)(=O)c2ccc(N)cc2)c(=O)n(-c2ccccc2)n1C,6%[2.29 µM],5%,0.6,-1%,2,12%[57.1 µM],0.6,8,1
COc1ccc(O)c(C2Nc3ccccc3-n3c(-c4ccccc4)c4c(=O)n(C)c(=O)n(C)c4c32)c1 (stereo unspecified),-5%,5%,x,-17%,-1,17%,0.0,0,x
CCOc1cc2c(cc1/C=C1/NC(=O)N(CC(=O)OC)C1=O)OCO2,2%[57.1 µM],2%,-0.3,-5%,10,22%[57.1 µM],0.1,-2,-5
COc1ccccc1NC(=O)CCCN1C(=O)C2CC=CCC2C1=O (stereo unspecified),4%,7%,-0.7,-6%,0,10%,-0.3,-1,4
COC(=O)C1=C2c3[nH]c4ccccc4c3CCN2C(=O)CC1,0%,6%,x,-17%,-2,4%,x,x,x
O=C(O)CSc1nnc(-c2ccc(Cl)cc2Cl)n1-c1ccc(Cl)cc1,-3%,3%,0.6,-29%,-2,-18%,-0.1,2,5
O=c1onc(-c2ccccc2)n1-c1cc(Cl)cc(Cl)c1,-6%,0%,x,-13%,6,1%,x,x,x
O=c1c2ccccc2oc2ccc(NCCCN3CCOCC3)cc12,9%[57.1 µM],22%,0.9,-22%,-2,14%[57.1 µM],2.7,3,17
CCN(CC)S(=O)(=O)c1nnc(NC(=O)c2ccc(C(C)C)cc2)s1,5%,-6%,-1.4,12%,-1,30%,0.5,-2,x
Cc1ccn2c(=O)nc(SCC(=O)Nc3ccc4c(c3)OCCO4)nc2c1,1%,1%,0.7,-16%,-4,2%,-0.3,10,5
CCN(CC)CCNC(=O)c1cc2c(=O)oc3ccc(C)cc3c2s1,16%,3%,0.6,-22%,3,20%,0.3,4,x
COc1ccc(C(=O)NCc2ccc3[nH]c(C)cc3c2)cc1OC,1%,-5%,1.7,-15%,2,23%,2.0,1,15
CCC(C)N(C(=O)CSc1nnnn1-c1ccccc1OC)C1CCS(=O)(=O)C1 (stereo unspecified),7%,1%,0.2,-2%,-2,37%,0.0,2,-19
O=c1c2oc3ccccc3c2n(Cc2ccc(F)cc2)c(=O)n1Cc1ccco1,13%,22%,-0.3,0%,3,-7%,-0.5,0,x
CCOC(=O)CN1C(=O)C(Sc2n[nH]c(-c3ccc(C)cc3)n2)CCc2ccccc21 (stereo unspecified),-1%[57.1 µM],4%,0.1,-14%,6,5%[57.1 µM],-0.4,-1,61*
CCCCN(C(=O)CN1C(=O)C2CCCCC2C1=O)c1c(N)n(CCC)c(=O)[nH]c1=O (stereo unspecified),-5%,8%,0.1,-23%,3,-1%,0.3,2,-13
Cc1ccsc1CN(C)C(=O)C1CCC(=O)N(CCc2cccc(F)c2)C1 (stereo unspecified),7%[57.1 µM],6%,-0.4,-20%,-3,13%[57.1 µM],0.0,-3,-9
Cc1nn2c(=O)cc(COC(=O)c3cccc(NC(=O)c4ccc(F)cc4)c3)nc2s1,5%[57.1 µM],-1%,1.6,-4%,-7,13%[57.1 µM],0.8,2,x
O=C(c1cc2c(cc1Br)OCCCO2)N1CCCCC1,-1%,4%,-0.4,-12%,-2,6%,-0.2,-1,6
CC(Nc1n[nH]c(=O)[nH]c1=O)C(=O)N/N=C/c1cccs1 (stereo unspecified),0%[57.1 µM],3%,0.0,-1%,0,-11%[57.1 µM],-0.5,1,-2
CCN(c1ccccc1)c1nc2ccsc2c(=O)s1,5%,-2%,0.3,-13%,4,12%,-1.0,-9,-17
Cc1ccc(C)c(S(=O)(=O)N/N=C2/CCCc3ccccc32)c1,0%,3%,-1.1,-23%,9,5%,0.4,0,-14
O=C(CC1N=C2c3ccccc3N=C(SCc3ccc(Cl)cc3)N2C1=O)NCc1ccco1 (stereo unspecified),3%[57.1 µM],-5%,1.4,-11%,-2,-12%[57.1 µM],0.7,8,3
CCCn1c(CN2CCN(C)CC2)nc2ccccc21,8%,1%,-0.7,-11%,6,16%,0.1,-1,-9
OC(CCN1CCC2CCC(C2)C1)c1ccc(Br)cc1 (stereo unspecified),1%,0%,x,2%,5,8%,x,x,x
O=C(Cn1nnc(-c2ccccc2F)n1)Nc1ccc(S(=O)(=O)NC2CCCC2)cc1,-9%,0%,0.1,u,-1,15%,-0.7,7,15
